PPARg SRC-2 ag = agonists of PPARg-SRC-2 recruitment, primary screen, biochemical, HTS; Peroxisome proliferator-activated receptor gamma (Homo sapiens), P37231; activation, % at 8 µM; 0.34% of 200,000 active; AID 1032, 2008; PPARgamma LBD-SRC-2 recruitment; in the data active means activation above about 22%;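 further: 0% = vehicle and 100% = reference agonist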
Target sequence (P37231 whole entry, looked up, the tested form may be a part): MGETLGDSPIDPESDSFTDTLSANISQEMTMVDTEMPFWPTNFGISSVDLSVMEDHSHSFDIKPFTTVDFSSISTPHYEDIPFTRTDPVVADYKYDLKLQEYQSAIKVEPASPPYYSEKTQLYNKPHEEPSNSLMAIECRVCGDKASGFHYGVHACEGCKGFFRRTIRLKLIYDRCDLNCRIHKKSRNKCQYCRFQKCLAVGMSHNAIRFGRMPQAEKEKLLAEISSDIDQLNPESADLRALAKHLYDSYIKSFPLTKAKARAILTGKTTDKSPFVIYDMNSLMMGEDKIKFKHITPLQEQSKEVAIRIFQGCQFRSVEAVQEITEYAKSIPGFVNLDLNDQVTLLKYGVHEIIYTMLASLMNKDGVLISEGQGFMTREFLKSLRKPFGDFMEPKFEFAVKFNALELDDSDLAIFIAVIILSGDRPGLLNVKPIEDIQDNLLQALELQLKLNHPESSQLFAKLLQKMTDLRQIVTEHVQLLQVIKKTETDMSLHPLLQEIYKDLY
TR-FRET SRC-2 ct = TR-FRET signal artefacts, primary screen, artefact control for PPARgamma SRC-2 agonist project, biochemical | TR-FRET artefact counter-screen; active compounds read high | TR-FRET ratio at 8 µM | 0.4% of 200,000 active | AID 1049, 2008; in the data active means TR-FRET ratio above about 2000; further: inactives centre near 1500
HMGR II inh = inhibitors of E. faecalis class II HMGR, primary screen, biochemical, Enterococcus faecalis. HMG-CoA reductase (Enterococcus faecalis, mvaE). purified E. faecalis HMGR, NADPH absorbance 340 nm kinetic. inhibition, % at 10 µM. 0.41% of 190,000 active. AID 1066, 2008;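 active means inhibition above a set limit, the median over all tested compounds plus 3 SD, cut at about 9.5% in these data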;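 further: enzyme runs in reverse so mevalonate oxidation gives rising NADPH absorbance; 0% = complete reaction with DMSO and 100% = background rate lacking mevalonate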
TNAP inh no acc = human TNAP enzyme inhibitors, primary screen, biochemical, luminescent, no phosphate acceptor, uHTS; purified TNAP, CDP-star luminescence, 30 min; inhibition, % at 20 µM; 0.26% of 200,000 active; AID 1012, 2008;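 active means tissue-nonspecific alkaline phosphatase inhibition above about 50% at 20 µM in the single-dose screen, limit read from the data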;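 further: 0% = DMSO negative control and 100% = EDTA positive control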
Target sequence (P05186 whole entry, looked up): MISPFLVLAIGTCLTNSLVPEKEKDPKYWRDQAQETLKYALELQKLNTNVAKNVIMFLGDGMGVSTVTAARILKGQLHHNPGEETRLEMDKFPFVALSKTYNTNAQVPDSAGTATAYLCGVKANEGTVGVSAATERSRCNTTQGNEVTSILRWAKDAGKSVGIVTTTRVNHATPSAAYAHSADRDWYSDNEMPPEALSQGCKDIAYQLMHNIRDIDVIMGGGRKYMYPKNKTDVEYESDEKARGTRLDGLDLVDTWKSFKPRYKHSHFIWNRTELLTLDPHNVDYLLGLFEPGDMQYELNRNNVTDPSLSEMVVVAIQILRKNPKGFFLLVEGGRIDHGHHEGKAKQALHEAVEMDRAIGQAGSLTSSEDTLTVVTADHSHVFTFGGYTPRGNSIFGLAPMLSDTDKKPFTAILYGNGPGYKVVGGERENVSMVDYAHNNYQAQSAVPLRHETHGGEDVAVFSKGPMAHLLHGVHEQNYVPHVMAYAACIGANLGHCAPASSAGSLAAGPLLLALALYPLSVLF
bIAP act = bovine intestinal alkaline phosphatase activators, primary screen, biochemical, bovine IAP, CDP-star luminescence; AID 1016, 2008; 0.17% of 200,000 active; purified bovine IAP, 30 min; active compounds read high; fold of DMSO-control signal, blank-subtracted; alkaline phosphatase, intestinal [Bos taurus]; activation factor at 20 µM;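 active means activation factor of 2 or more at 20 µM, a signal rise over negative controls twice the positive control's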
PPARg SRC3 recr = PPARgamma agonists recruiting SRC-3 coactivator, primary screen, biochemical; biochemical PPARgamma/SRC-3 coactivator recruitment assay; Peroxisome proliferator-activated receptor gamma (Homo sapiens), P37231; activation, % at 8 µM; 0.26% of 200,000 active; in the data active means activation above about 23%;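 further: 0% = DMSO and 100% = reference agonist; some compounds past the cut are filed as inactive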
TNAP inh hiacc = human TNAP enzyme inhibitors, primary screen, biochemical, luminescent, high phosphate acceptor level, uHTS; AID 1135, 2008; inhibition, % at 20 µM; purified TNAP, CDP-star luminescence, 1 M DEA; Alkaline phosphatase, tissue-nonspecific isozyme (Homo sapiens), P05186; 0.03% of 200,000 active;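 active means over 50% inhibition of tissue-nonspecific alkaline phosphatase at 20 µM in the single-dose screen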;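 further: plate controls were DMSO wells for no effect and EDTA-quenched wells as full inhibition for full effect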
bIAP inhibitor = bovine intestinal alkaline phosphatase inhibitors, primary screen, selectivity assay for TNAP inhibitor project, biochemical, bovine IAP, CDP-star luminescence | inhibition, % at 20 µM | 190,000 tested, under 10 active | purified bovine IAP, 30 min | AID 1019, 2008 | alkaline phosphatase, intestinal [Bos taurus];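 active means over 50% inhibition of intestinal alkaline phosphatase at 20 µM in the single-dose screen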
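Incubation: 30 min reaction at room temperature / Material: purified bovine intestinal alkaline phosphatase (IAP) enzyme / Input: enzyme at 1/65,000,000 dilution / Dosing: 20 µM single dose / Signal: CDP-star luminescence signal / Reagent: CDP-star chemiluminescent phosphatase substrate, 30 µM final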
TNAP act hiacc = TNAP activators at high phosphate acceptor level, primary screen, biochemical, luminescence, uHTS | activation factor at 20 µM | Alkaline phosphatase, tissue-nonspecific isozyme (Homo sapiens), P05186 | 200,000 tested, under 10 active | purified TNAP, CDP-star luminescence, 1 M DEA, 30 min; active compounds read high; 0 = EDTA background, 1 = DMSO-only activity | AID 1136, 2008;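 active means activation factor at least 2 at 20 µM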
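Dosing: 20 µM single point. System: human TNAP. Amount: TNAP 1/800 final. Incubation: 30 min, room temperature. Read-out: TNAP activation factor scaled between EDTA and DMSO control wells. Signal: luminescence from CDP-star hydrolysis. Medium: 1 M DEA, pH 9.8, Mg2+, Zn2+. Control set: EDTA negative control, DMSO positive control.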
PPARg SRC1 recr = PPARgamma agonists recruiting SRC-1 coactivator, primary screen, biochemical; Peroxisome proliferator-activated receptor gamma (Homo sapiens), P37231; activation, % at 8 µM; PPARgamma-SRC-1 coactivator recruitment biochemical assay; AID 631, 2007; 0.41% of 200,000 active; in the data active means activation above about 19%;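 further: 0% = DMSO and 100% = reference agonist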
Active calls of the source: *; · = not tested or not shown. No enrichment for hits, and some 1.6% of all compounds hit somewhere here.

Sample of the layout:
nr	compound	TNAP inh no acc	PPARg SRC1 recr	TNAP act hiacc	PPARg SRC3 recr	TR-FRET SRC-2 ct
1	Cc1cccc(Nc2cc(C)c3c(O)cccc3n2)c1C	-3	-3	1	3	1403
2	CCc1ccccc1NC(=O)CSc1nnc(-c2ccncc2)o1	-27	6	1	6	1681
3	COc1ccc(OCC(=O)NCCc2c[nH]c3ccccc23)cc1	-6	-8	1	3	1410
4	Cc1cc(NC(=O)CN2CCCCCCC2)no1	-12	1	1	-12	1483
5	N#Cc1cnc(NN)nc1	-10	-3	1	-5	1483

nr	TNAP inh hiacc	bIAP act	HMGR II inh	PPARg SRC-2 ag	bIAP inhibitor
1	-2	0.9	-3	2	8
2	-3	1.1	4	10	-7
3	-2	0.9	-4	0	8
4	-2	1	-3	-8	5
5	-3	1.1	-3	-2	-8

This part in full, previewed entries included:
nr	compound	TNAP inh no acc	PPARg SRC1 recr	TNAP act hiacc	PPARg SRC3 recr	TR-FRET SRC-2 ct
1	Cc1cccc(Nc2cc(C)c3c(O)cccc3n2)c1C	-3	-3	1	3	1403
2	CCc1ccccc1NC(=O)CSc1nnc(-c2ccncc2)o1	-27	6	1	6	1681
3	COc1ccc(OCC(=O)NCCc2c[nH]c3ccccc23)cc1	-6	-8	1	3	1410
4	Cc1cc(NC(=O)CN2CCCCCCC2)no1	-12	1	1	-12	1483
5	N#Cc1cnc(NN)nc1	-10	-3	1	-5	1483
6	Cc1cccc([C@@H]2C[C@H]3CN(Cc4cccc(Cl)c4)C(=O)[C@]34CCCN24)n1	-15	13	1.1	4	1518
7	COc1ccccc1-n1cnnc1SCC(=O)c1ccc[nH]1	-20	2	1.1	11	1495
8	CC(=O)c1c(C(C)=O)c(C)n(-c2ccc3ncccc3c2)c1C	-9	-5	1	-2	1681
9	O=C(c1ccc(Br)o1)N1CCN(c2ccc3nnc(-c4ccccc4)n3n2)CC1	-10	7	1.1	12	1577
10	COc1ccc(-c2nnc(N)s2)cc1	1	10	1.1	3	1510
11	N#Cc1c(-c2ccccc2)cc(-c2ccccc2)nc1SCc1nnc(-c2ccccc2)o1	-4	86*	1	-4	1373
12	CC(=O)c1ccc(N2CCN(C(=O)c3ccco3)CC2)c(F)c1	-8	-1	1	10	1467
13	CC1(c2ccccc2)NC(=O)N(Cc2ccc([N+](=O)[O-])cc2)C1=O (stereo not drawn)	-5	-5	1	-6	1445
14	CCCN(C(=O)COc1ccc(Cl)cc1Cl)c1c(N)n(Cc2ccccc2)c(=O)[nH]c1=O	-17	-2	1	2	1636
15	Cc1nc2sc(C(c3cccc(F)c3)N3CCCCC3)c(O)n2n1 (stereo not drawn)	-3	-2	1	4	1563

nr	TNAP inh hiacc	bIAP act	HMGR II inh	PPARg SRC-2 ag	bIAP inhibitor
1	-2	0.9	-3	2	8
2	-3	1.1	4	10	-7
3	-2	0.9	-4	0	8
4	-2	1	-3	-8	5
5	-3	1.1	-3	-2	-8
6	-11	1.1	-1	7	-8
7	-7	0.9	0	4	10
8	-5	1	1	4	1
9	-5	1	-1	1	4
10	-6	0.9	-2	-1	14
11	0	0.9	-2	4	9
12	-3	1	-4	0	5
13	4	0.9	-8	-9	6
14	1	1.1	-3	16	-12
15	-2	1	-9	2	-2

Following part:
nr	compound	TNAP inh no acc	PPARg SRC1 recr	TNAP act hiacc	PPARg SRC3 recr	TR-FRET SRC-2 ct
16	CCCNC(=O)C1CC(=O)N(c2ccc(OCC(=O)Nc3cc(C)cc(C)c3)cc2)C1 (stereo not drawn)	-13	·	1	·	·
17	O=C1NC(c2ccncc2)Nc2sc3c(c21)CCCC3 (stereo not drawn)	-9	0	1	12	1440
18	Nc1no[n+]([O-])c1-c1ccccc1	-10	-4	1.1	-2	1693
19	O=C(C1=C(O)C(=O)N(Cc2cccnc2)C1c1ccccn1)c1cccs1 (stereo not drawn)	-2	8	1	3	1665
20	CCC(=O)c1ccc(N2CCN(C(=O)c3cc([N+](=O)[O-])ccc3F)CC2)c(F)c1	-7	-4	1	-2	1589
21	CC1CCN(c2nc(-c3ccccc3)cc(C(F)(F)F)n2)CC1	-11	6	1	6	1679
22	O=C(O/N=C1\C(=O)N(c2ccccc2)c2ccccc21)C1CC1	-5	6	1	-4	1467
23	COc1ccc(CCN2C(=O)c3[nH]nc(-c4ccccc4O)c3C2c2cccc(Cl)c2)cc1 (stereo not drawn)	-8	4	1	6	1570
24	CCN1CC=C2C(C#N)=C(N)C(C#N)(C#N)[C@H](c3ccoc3)[C@H]2C1	-14	-14	0.9	-9	1386
25	COc1ccc(NC(=O)CC2CCCCC2)cc1OC	0	-3	1	-9	1628
26	CCN(CC)C(=O)Cn1nnc(-c2ccc(C)o2)n1	-15	5	1	8	1684
27	CCOC(=O)c1ccccc1NC1c2ccccc2C(=O)N1c1cc(C)ccn1 (stereo not drawn)	-15	13	1.1	-5	1699
28	CS(=O)(=O)c1ccc(N2CCN(C3CC(=O)NC3=O)CC2)cc1 (stereo not drawn)	-7	1	1	1	1416
29	CCCC(=O)Nc1sc2c(c1C#N)CCCC2	-11	-1	1.1	13	1385
30	COC(=O)CNC(=O)c1sc2ncn(CC(=O)Nc3ccc(C)c(Cl)c3)c(=O)c2c1C	-11	7	1.1	5	1683

nr	TNAP inh hiacc	bIAP act	HMGR II inh	PPARg SRC-2 ag	bIAP inhibitor
16	-3	1	·	·	-3
17	-3	1	-4	12	0
18	-6	1	-2	-7	2
19	1	1.3	-2	5	-29
20	-4	0.9	-3	-5	9
21	-3	0.8	-7	-6	16
22	0	1.1	-3	1	-10
23	2	1.2	-9	4	-18
24	8	0.9	1	-1	8
25	0	1.1	-5	5	-10
26	-5	1	0	4	2
27	-7	1	-5	-4	2
28	1	1	1	0	2
29	-5	0.9	0	1	13
30	-6	1.1	0	0	-8

Other compounds
nr	compound	TNAP inh no acc	PPARg SRC1 recr	TNAP act hiacc	PPARg SRC3 recr	TR-FRET SRC-2 ct
31	CC(C)C(=O)Nc1ccc(NC(=O)c2ccccc2Cl)nc1	-10	-4	1.1	-1	1340
32	CN1CCN(Cc2nc3ccccc3c(=O)n2Cc2nc(-c3ccc([N+](=O)[O-])cc3)cs2)CC1	-19	-3	1	7	1755
33	CN(C1CCS(=O)(=O)C1)S(=O)C12CC3CC(CC(C3)C1)C2 (stereo not drawn)	1	0	1	5	1401
34	CC[n+]1c(/C=C/c2c[nH]c3ccccc23)ccc2cc(C)ccc21	60*	19	0.4	9	1727
35	CCc1c(C)nc2c(C#N)c(C)[nH]n2c1=O	3	5	1	17	1654
36	COC(=O)c1[nH]c2ccccc2c1NC(=O)CN1CCCCCC1	-10	3	1	-7	1490
37	Cc1ccc(/C=C/C(=O)NC(=S)Nc2ccccc2C(=O)NC2CCCCC2)cc1	-7	-4	1	2	1419
38	N#C/C=C\Oc1ccc(Cl)cc1N	-16	8	1	0	1351
39	CCCCOC(=O)C1=C(C)NC2(O)c3ccccc3C(=O)C12O (stereo not drawn)	-3	8	1.1	-14	1550
40	COc1ccc(/C=C/C(=O)ONC2=NCCCCC2)cc1OC	2	4	1	7	1645
41	CCCNC(=O)CN(C)C(=O)c1n[nH]c2ccccc12	4	-7	1	-11	1455
42	CC(C)c1ccc(-c2c(C#N)c(N)nc(SCC(=O)N3CCCCCC3)c2C#N)cc1	-4	11	1	6	1401
43	COc1ccc2c(c1)CCc1c(C(=O)N3CCOCC3)noc1-2	-10	5	1	9	1508
44	O=C(Cc1c(F)cccc1Cl)N(Cc1ccccc1)c1ccccn1	-20	-4	1.1	3	1466
45	CC(C)CCNC(=O)c1ccc2c(c1)ncn2C1CCCCC1	-9	8	1	13	1443

nr	TNAP inh hiacc	bIAP act	HMGR II inh	PPARg SRC-2 ag	bIAP inhibitor
31	-8	0.9	-4	-4	7
32	-4	0.5	-1	3	·
33	2	1	-4	-4	2
34	61*	0.7	1	16	30
35	-4	1	-16	9	1
36	-4	1.2	-6	-3	-17
37	-1	0.9	3	-5	11
38	-5	1	-2	0	0
39	-7	0.9	-2	4	6
40	-2	1	-1	-2	-4
41	-1	0.9	1	0	5
42	-4	0.9	-5	13	10
43	-3	0.9	-4	-5	14
44	-9	1	1	0	-4
45	0	1.1	-1	-7	-8

(further entries)
nr	compound	TNAP inh no acc	PPARg SRC1 recr	TNAP act hiacc	PPARg SRC3 recr	TR-FRET SRC-2 ct
46	O=C(COC(=O)c1ccccc1NC(=O)c1ccco1)NCc1ccc2c(c1)OCO2	-13	6	1	9	1511
47	O=C(NCCCN1CCOCC1)c1sc2cc([N+](=O)[O-])ccc2c1Cl	-14	1	1	-2	1444
48	CNS(=O)(=O)c1cc(C(=O)O)ccc1OC	-6	2	1.1	-3	1583
49	CN(C)/C=C/C(=O)C(F)(F)F	2	4	1	8	1721
50	Cc1cccc(C(=O)O/N=C(\c2ccccc2)c2cccnc2)c1	-11	9	1	4	1650
51	Cc1ccc(C(=O)CN(C(=O)c2ccc(Cl)c(Cl)c2)N2C(=O)C3CCCCC3C2=O)cc1 (stereo not drawn)	-10	12	1	0	1638
52	COC(=O)c1cccc(COC(=O)c2cccnc2SC)c1	0	10	1	-2	1498
53	O=C(Nc1ccccc1F)C1CCCN(S(=O)(=O)c2ccccc2)C1 (stereo not drawn)	-5	3	1	2	1442
54	N#Cc1c2n(c3c(=O)n(Cc4ccccc4)cnc13)CCCC2	-7	-5	1	-2	1599
55	COc1ccc(OCCNC(=O)C(c2ccccc2)c2ccccc2)cc1	3	3	1.1	12	1442
56	COc1cccc(CN(CC(=O)NC2CCCC2)C(=O)Cn2nnc(-c3cccs3)n2)c1	-8	-1	1	5	1695

nr	TNAP inh hiacc	bIAP act	HMGR II inh	PPARg SRC-2 ag	bIAP inhibitor
46	-4	0.9	-13	7	8
47	0	1	6	0	2
48	-7	1	-4	0	-4
49	1	0.9	-1	-7	5
50	-1	0.9	1	6	6
51	-3	0.9	-5	3	7
52	-3	0.9	-1	8	6
53	-5	0.9	-4	1	9
54	0	1.1	-5	7	-5
55	-6	1	-1	3	-4
56	-3	1.1	-10	8	-13

Source: PubChem BioAssay
